Source: PubChem (several laboratories)
Kir21 block: inhibitors of mouse Kir2.1 inward-rectifier potassium channel; AID 1672; 0.85% of 310,000 active; HEK293-Kir2.1, FluxOR thallium flux fluorescence; active compounds read low; P35561; B-score at 10 µM;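 active means fluorescence ratio B-score at or below minus 3 SD of library scores, with starting-brightness B-score within 2 SD, cut at about -4.2 in these data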;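 further: channel flux triggered by added potassium and thallium sulfate stimulus; B-score of peak minus minimum fluorescence over baseline after thallium stimulus; more negative B-score means stronger Kir2.1 block with less thallium influx; some compounds called inactive have numbers as strong as hits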
Target sequence (P35561 whole entry, looked up): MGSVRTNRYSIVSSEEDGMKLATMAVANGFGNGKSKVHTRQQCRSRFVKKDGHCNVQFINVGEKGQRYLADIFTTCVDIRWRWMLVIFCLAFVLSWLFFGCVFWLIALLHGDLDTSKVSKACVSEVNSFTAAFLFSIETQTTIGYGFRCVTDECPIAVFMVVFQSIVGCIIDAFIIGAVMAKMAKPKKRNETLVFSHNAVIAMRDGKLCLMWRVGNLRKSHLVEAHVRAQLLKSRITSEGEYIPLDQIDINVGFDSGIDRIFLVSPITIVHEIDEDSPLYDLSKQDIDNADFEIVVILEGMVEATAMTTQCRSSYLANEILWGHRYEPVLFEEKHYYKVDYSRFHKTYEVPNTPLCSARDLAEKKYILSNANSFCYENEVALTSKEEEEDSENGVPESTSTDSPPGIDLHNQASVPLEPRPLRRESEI
STK33 inh: human STK33 kinase inhibition | inhibition, % at 10 µM | purified STK33, MBP phosphorylation, ADP-Glo luminescence | AID 2661 | Q9BYT3 | 0.073% of 320,000 active;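 active means inhibition at or above 25%, using the most active replicate where run in duplicate; inactive means inhibition below 25%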
Target sequence (Q9BYT3 whole entry, looked up): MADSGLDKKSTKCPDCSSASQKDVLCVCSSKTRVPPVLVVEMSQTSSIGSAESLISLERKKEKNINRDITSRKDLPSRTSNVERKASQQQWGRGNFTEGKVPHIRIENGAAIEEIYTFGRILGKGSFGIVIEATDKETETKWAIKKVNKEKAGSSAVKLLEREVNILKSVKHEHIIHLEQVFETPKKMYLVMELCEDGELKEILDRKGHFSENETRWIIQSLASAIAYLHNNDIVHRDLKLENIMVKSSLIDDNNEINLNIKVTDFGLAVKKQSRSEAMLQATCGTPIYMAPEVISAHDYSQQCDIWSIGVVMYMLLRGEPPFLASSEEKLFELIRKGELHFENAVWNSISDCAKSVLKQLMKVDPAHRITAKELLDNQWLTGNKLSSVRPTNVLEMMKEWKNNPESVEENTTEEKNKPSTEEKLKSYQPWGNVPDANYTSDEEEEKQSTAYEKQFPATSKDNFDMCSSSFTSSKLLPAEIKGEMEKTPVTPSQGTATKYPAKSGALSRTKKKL
An asterisk follows results filed as active.

Results for CC1CCCCC12NC(=O)N(CC(=O)NCCc1ccccn1)C2=O (stereo not given) ?
Kir21 block: -0.43; STK33 inh: 0.0

What do the screens show for `CCOC(=O)c1c(C)[nH]c(C(=O)COC(=O)c2ccco2)c1C`?
STK33 inh: 1.1

What do the screens show for `COc1cc(CNC(=O)c2ccccc2NC(=O)C2=C(C)OCCS2)cc(OC)c1OC`?
Kir21 block: 0.8; STK33 inh: -3.2

Results for CCC(=O)N1CCc2cc(S(=O)(=O)CCC(=O)NCc3ccc(OC)cc3)ccc21 ?
Kir21 block: 1.7; STK33 inh: -1.5

Results for COc1ccc(S(=O)(=O)N(CC(=O)NC2CC3CCC2C3)c2ccccc2OC)cc1 (stereo not given) ?
Kir21 block: 0; STK33 inh: 0.6

Results for O=C(Cc1ccc([N+](=O)[O-])cc1)NCc1ccncc1 ?
Kir21 block: -0.49; STK33 inh: 0.1

What do the screens show for `C=C(C)C(=O)Nc1cccc(C2=NOC3(C2)C[C@@H](C(N)=O)N(C(=O)c2cc([N+](=O)[O-])cc([N+](=O)[O-])c2C)C3)c1` (stereo not given in full)?
Kir21 block: 0.47; STK33 inh: -1.7

How did Cn1cnnc1SCC(=O)NC(=O)NC1CCCC1 do in these assays?
Kir21 block: 0.78; STK33 inh: -2.4

Results for S=c1[nH]nc(Nc2ccccc2)s1 ?
Kir21 block: -0.37; STK33 inh: -2.3

How did Cc1ccccc1NC(=S)NCC(c1cccnc1)N1CCOCC1 (stereo not given) do in these assays?
Kir21 block: 1.1; STK33 inh: -1.0

How did O=C(NC(=S)N1CCCCC1)C12CC3CC(CC(C3)C1)C2 do in these assays?
Kir21 block: -2.7; STK33 inh: -1.5

Results for COc1ccc(C2c3c(nc[nH]c3=O)Oc3nc[nH]c(=O)c32)cc1 ?
Kir21 block: -1; STK33 inh: -1.0

What do the screens show for `CC(C)CN1CCN(Cc2cc(F)ccc2-n2cccn2)CC1CCO` (stereo not given)?
Kir21 block: 0.05; STK33 inh: -1.5

Results for CCCCN(CCCNC(=O)CN1C(=O)COc2ccc(S(=O)(=O)N3CCC(C)CC3)cc21)Cc1ccccc1 ?
Kir21 block: -5.7*; STK33 inh: -1.0

How did O=c1c(-c2ccc3c(c2)OCCO3)c(C(F)(F)F)oc2cc(O)cc(O)c12 do in these assays?
Kir21 block: -0.78; STK33 inh: 1.0

How did C/C(=N/Nc1nc(-c2ccccc2F)nc2ccccc12)c1ccccc1O do in these assays?
Kir21 block: -0.61; STK33 inh: 2.1

What do the screens show for `CC(C)(C)OC(=O)C[C@@H]1C/C=C\C[C@@H](CC(=O)NCCO)C(=O)N[C@H](Cc2ccccc2)COC1=O`?
STK33 inh: 1.1

What do the screens show for `CC(NC(=O)c1ccccc1Br)c1nnc(SCC(=O)NC2=NCCS2)n1C` (stereo not given)?
Kir21 block: 1.8; STK33 inh: -0.2

Results for COc1cc(/C=C/C(=O)OCC(=O)Nc2ccc3c(c2)OCCO3)ccc1O ?
Kir21 block: 0.9; STK33 inh: 1.4

Results for CC(=O)c1cccc(NC(=O)CSc2nc(=O)n(CCCN3CCOCC3)c3c2CCC3)c1 ?
Kir21 block: 1; STK33 inh: -1.4

How did COc1cc(C#N)ccc1OCC(=O)Nc1cccc(S(=O)(=O)N2CCCC2)c1 do in these assays?
Kir21 block: 0.64; STK33 inh: 0.4

What do the screens show for `C/C(=N\NC(=O)c1ccc(N(C)C)cc1)c1ccc(C)c(C)c1`?
Kir21 block: 1; STK33 inh: -1.7

How did c1ccc(Nc2nc(N3CCCC3)nc(N3CCOCC3)n2)cc1 do in these assays?
Kir21 block: 1.7; STK33 inh: -0.9

How did COc1cc(NC2=Nc3cccc4cccc2c34)cc(OC)c1OC do in these assays?
Kir21 block: 0.68; STK33 inh: 1.5

How did COc1cccc(/C=N/NC(=O)c2cnccn2)c1 do in these assays?
Kir21 block: -0.2; STK33 inh: 0.2

How did Cc1cc(C)c(C)c(S(=O)(=O)N2CCC(C(=O)NCc3ccco3)CC2)c1C do in these assays?
STK33 inh: -1.3

What do the screens show for `COc1cnc(-c2ccccn2)nc1N(C)c1ccccc1`?
Kir21 block: -0.62; STK33 inh: -3.4

Results for CCNS(=O)(=O)c1c(C)cc(C)c(N(C)S(=O)(=O)c2ccccc2)c1C ?
Kir21 block: -0.32; STK33 inh: -1.5

Results for CCn1cc(Br)c(C(=O)Nc2ccc(F)cc2F)n1 ?
Kir21 block: -0.95; STK33 inh: 0.5

How did Clc1ccc(SCc2cc(-c3ccc(Cl)cc3)on2)cc1 do in these assays?
Kir21 block: 0.28; STK33 inh: -0.2

What do the screens show for `Cc1ccc(Cn2nnc3c(=O)n(CC(=O)OCc4ccccc4)cnc32)cc1`?
Kir21 block: 2; STK33 inh: -0.8

What do the screens show for `O=C(Cc1ccc(Cl)cc1Cl)Nc1ccncc1Cl`?
Kir21 block: -0.04; STK33 inh: -4.5

What do the screens show for `O=C(O)c1ccc(/C=C/C(=O)c2ccc3c(c2)OCCCO3)cc1`?
Kir21 block: -1.9; STK33 inh: 7.2

What do the screens show for `CC1(C)NC(=O)N(CC(O)CN2C(=O)NC(C)(C)C2=O)C1=O`?
Kir21 block: -1.1; STK33 inh: -1.6

What do the screens show for `Cc1ccc2nc(Nc3ccccc3)cc(C)c2c1`?
Kir21 block: 2; STK33 inh: 0.3

What do the screens show for `S=C1CCC(c2ccc(Br)cc2)=NN1c1ccccc1`?
Kir21 block: 0.29; STK33 inh: 1.1

What do the screens show for `N#CC1(NC(=O)CSc2nc3ccc([N+](=O)[O-])cc3s2)CCCCC1`?
Kir21 block: -2.5; STK33 inh: -2.0

Results for CCOc1ccc(C(O)(c2ccccc2)C(CN2CCCC2)c2ccccc2)cc1 (stereo not given) ?
Kir21 block: -2.2; STK33 inh: -0.8

What do the screens show for `Cc1nc2ccc(F)cc2cc1C(=O)Nc1ccc(Cl)c(Cl)c1`?
Kir21 block: 0.11; STK33 inh: -0.3

How did CN(C)CCn1c2c(c(SCC(=O)Nc3ccc4c(c3)OCCO4)nc1=O)CCCC2 do in these assays?
Kir21 block: -1.4; STK33 inh: -0.4

Results for COc1ccc(NC2=C(C(C)=O)C(c3ccc4c(c3)OCO4)C(C(C)=O)C(C)(O)C2)cc1 (stereo not given) ?
Kir21 block: 1.6; STK33 inh: -0.8

What do the screens show for `O=c1[nH]c(SCc2ccccc2)nnc1-c1ccccc1`?
Kir21 block: -0.44; STK33 inh: -0.2

What do the screens show for `COc1ccc(/C=N\NC(=O)c2ccc(F)cc2)cc1COc1cc(F)ccc1[N+](=O)[O-]`?
Kir21 block: -0.03; STK33 inh: -0.6

Results for Cc1c(C)c2ccc(OCC(=O)NCCCn3ccnc3)c(C)c2oc1=O ?
Kir21 block: -1.9; STK33 inh: -1.0

Results for CCc1ccc(N2CC(C(=O)OCC(=O)Nc3ccccc3C)CC2=O)cc1 (stereo not given) ?
STK33 inh: -0.5

How did O=C(CNc1c(Br)cc(Br)cc1Br)NN=C1CCCCC1 do in these assays?
Kir21 block: -1.1; STK33 inh: -0.8

Results for COc1ccc(CNC(=O)c2c[nH]c3c(OC)cc(OC)cc3c2=O)cc1 ?
Kir21 block: 2; STK33 inh: -1.2

What do the screens show for `O=C(N1CCN(Cc2ccccc2)CC1)C(Cl)(Cl)Cl`?
Kir21 block: -0.28; STK33 inh: -2.1

What do the screens show for `CC(C)OCCCN1CN(S(=O)(=O)c2cccs2)c2nc3ccccc3nc21`?
Kir21 block: -0.4; STK33 inh: -1.0

What do the screens show for `COc1ccc(Cc2c(O)nc(SCC(=O)c3ccc(OC)cc3)[nH]c2=O)cc1`?
Kir21 block: -0.49; STK33 inh: -0.1

How did Cc1ccc(C(=O)N/C(=C/c2ccco2)C(=O)NCC2CCCO2)cc1 (stereo not given) do in these assays?
Kir21 block: 0.48

What do the screens show for `CCCN(C(=O)/C=C/c1ccco1)c1c(N)n(Cc2ccccc2)c(=O)[nH]c1=O`?
Kir21 block: 0.55; STK33 inh: -1.6

What do the screens show for `O=C1CCCc2ccccc2N1Cc1c(Cl)cccc1Cl`?
Kir21 block: -4; STK33 inh: 0.3

Results for CCOC(=O)c1ccc(N2C(=O)C3CC=C(C)CC3C2=O)cc1 (stereo not given) ?
Kir21 block: 0.06; STK33 inh: -1.0

What do the screens show for `O=C(NCCc1ccc(Cl)cc1)c1ccc(CNc2c(N3CCOCC3)c(=O)c2=O)cc1`?
Kir21 block: 1.1; STK33 inh: 0.1

What do the screens show for `Cc1nc(NCCO)c(C#N)c2c1COC(C)(C)C2`?
Kir21 block: 0.72; STK33 inh: 0.4

How did O=C(CSc1nnnn1C1CCCC1)c1ccc2c(c1)OCCO2 do in these assays?
Kir21 block: -0.11; STK33 inh: -0.5

What do the screens show for `COCCn1c(-c2ccccc2)nc2oc3cc(OC)ccc3c(=O)c2c1=O`?
Kir21 block: 1.1; STK33 inh: -0.2

What do the screens show for `Cc1ccc(NCCC(=O)c2ccc(Cl)cc2)cc1`?
Kir21 block: -1.1

How did CCCN1CC(=O)N2C(c3ccccc3)c3[nH]c4ccccc4c3C[C@H]2C1=O (stereo not given in full) do in these assays?
Kir21 block: -0.01; STK33 inh: -0.2

What do the screens show for `COc1ccc(CCNC(=O)C2CCCN(C(=O)c3ccc(Cl)cc3)C2)cc1` (stereo not given)?
Kir21 block: -1.2; STK33 inh: -1.0

What do the screens show for `Cc1occc(=O)c1OCc1c(Cl)cccc1Cl`?
Kir21 block: 0; STK33 inh: 0.0

How did O=S(=O)(Nc1ccccc1Cl)c1ccc(F)cc1 do in these assays?
Kir21 block: 0.11; STK33 inh: -0.2

What do the screens show for `CN(C)c1nc(Nc2ccccc2)nc(N(C)C)n1`?
Kir21 block: 1.1; STK33 inh: 1.3

What do the screens show for `Cc1c(O)c(=O)ccn1C`?
Kir21 block: 0.15; STK33 inh: 0.2

How did COc1cccc(CN2C(=O)CN(C3CCCCC3)C(=O)C2c2ccc(F)cc2)c1 (stereo not given) do in these assays?
Kir21 block: -1.5; STK33 inh: -1.1

How did CCN(Cc1ccccc1)CC(O)COC(c1ccc(OC)cc1)c1ccc(OC)cc1 (stereo not given) do in these assays?
Kir21 block: -8.8*; STK33 inh: 0.4

Results for CC12CC3CC(C)(C1)CC(C(=O)NNC(=O)c1ccncc1)(C3)C2 ?
Kir21 block: 0.45; STK33 inh: -0.6

How did O=C(Nc1ccccc1N1CCCCC1)c1cccs1 do in these assays?
Kir21 block: -2.5; STK33 inh: 2.7

How did Cc1ccc2nc(-c3ccc(NC(=O)COC(=O)c4cncc(Br)c4)cc3)sc2c1 do in these assays?
Kir21 block: -0.41

As a working copy, some entries already given:
What do the screens show for `COCCn1c(-c2ccccc2)nc2oc3cc(OC)ccc3c(=O)c2c1=O`?
Kir21 block: 1.1; STK33 inh: -0.2

What do the screens show for `Cc1ccc(NCCC(=O)c2ccc(Cl)cc2)cc1`?
Kir21 block: -1.1

How did CCCN1CC(=O)N2C(c3ccccc3)c3[nH]c4ccccc4c3C[C@H]2C1=O (stereo not given in full) do in these assays?
Kir21 block: -0.01; STK33 inh: -0.2

What do the screens show for `COc1ccc(CCNC(=O)C2CCCN(C(=O)c3ccc(Cl)cc3)C2)cc1` (stereo not given)?
Kir21 block: -1.2; STK33 inh: -1.0

What do the screens show for `Cc1occc(=O)c1OCc1c(Cl)cccc1Cl`?
Kir21 block: 0; STK33 inh: 0.0

How did O=S(=O)(Nc1ccccc1Cl)c1ccc(F)cc1 do in these assays?
Kir21 block: 0.11; STK33 inh: -0.2

What do the screens show for `CN(C)c1nc(Nc2ccccc2)nc(N(C)C)n1`?
Kir21 block: 1.1; STK33 inh: 1.3

What do the screens show for `Cc1c(O)c(=O)ccn1C`?
Kir21 block: 0.15; STK33 inh: 0.2

How did COc1cccc(CN2C(=O)CN(C3CCCCC3)C(=O)C2c2ccc(F)cc2)c1 (stereo not given) do in these assays?
Kir21 block: -1.5; STK33 inh: -1.1

How did CCN(Cc1ccccc1)CC(O)COC(c1ccc(OC)cc1)c1ccc(OC)cc1 (stereo not given) do in these assays?
Kir21 block: -8.8*; STK33 inh: 0.4

Remaining list, next part:
What do the screens show for `CCCN1C(=O)CC(c2ccco2)Sc2ccccc21` (stereo not given)?
Kir21 block: -3.5; STK33 inh: -1.1

How did CC(NS(=O)(=O)c1ccc(Cl)cc1)C(=O)NCCC1=CCCCC1 (stereo not given) do in these assays?
Kir21 block: -2.7; STK33 inh: -4.0

Results for O=C(Nc1ccccc1N1CCN(C(=O)c2ccccc2)CC1)c1ccccc1Cl ?
Kir21 block: -0.75; STK33 inh: -0.1

Results for O=C(NC(=O)c1ccccc1F)OCc1ccc(Cl)cc1Cl ?
Kir21 block: -2.3; STK33 inh: -0.9

What do the screens show for `CCOC(=O)c1[nH]c2ccc(OC)cc2c1NC(=S)N1CCN(c2ccccc2OC)CC1`?
Kir21 block: 0.67; STK33 inh: -0.9

What do the screens show for `CC(C)n1c(N2CCCC2)nc2c1c(=O)[nH]c(=O)n2C`?
Kir21 block: 0.52; STK33 inh: 0.4

Results for O=C(/C=C/c1ccc(Cl)cc1)Nc1ccc(N2CCCCC2)cc1 ?
Kir21 block: -1.6; STK33 inh: 1.0

Results for O=C1NC(c2ccccc2)=C(c2ccc3ccccc3n2)C(c2ccccc2)N1 (stereo not given) ?
Kir21 block: -0.27; STK33 inh: 1.7

What do the screens show for `CCOC(=O)N1CCN(CCC(=O)Nc2ccc(Br)cc2)CC1`?
Kir21 block: 0.38; STK33 inh: 1.0

Results for COCCNS(=O)(=O)c1ccc(Cl)c(C(=O)NC2CCN(Cc3ccccc3)CC2)c1 ?
Kir21 block: -1.5; STK33 inh: 0.1

How did CCOC(=O)N1CCC(N2Cc3cccc(C(=O)NCc4ccc(OC)cc4)c3C2=O)CC1 do in these assays?
Kir21 block: -0.8; STK33 inh: -2.0

What do the screens show for `CCNC(=O)CC1C(=O)N(c2ccccc2)C(=O)N1Cc1ccc(OC)cc1` (stereo not given)?
Kir21 block: -2; STK33 inh: 0.9

Compounds were not picked by outcome, and some 0.84% of all compounds hit somewhere here.
